Assay outcomes deposited in PubChem by National Center for Advancing Translational Sciences (NCATS).
RORg inh: qHTS for inhibitors of ROR gamma transcriptional activity; Nuclear receptor ROR-gamma (Mus musculus), P51450; Drosophila S2 Gal4-RORgamma UAS-luciferase reporter, 20 h; Potency, µM (doses to about 53.6 µM), for inactives: top-dose activity change, negative = inhibition, actives largely listed as inhibitors; actives 5.4% (n = 310,000); note: potency is the fitted concentration of half-maximal effect; % is set by controls: 0 for no effect and ±100 for the full control effect; nearly all actives have a fitted effect of over 60% in size
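Read-out: Photinus luciferase luminescence; inhibitors lower reporter signal. Insect Schneider cells with Gal4-ROR gamma fusion under metallothionein promoter, UAS reporter; 700 uM final copper sulfate induction, 20 hr, ambient temperature.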
FLuc modulator: qHTS profiling assay for firefly luciferase inhibitor/activator using purifed enzyme and Km concentrations of substrates (counterscreen for miR-21 project); Luciferin 4-monooxygenase (Photinus pyralis), P08659; purified FLuc, Km substrates, luminescence inhibition; Potency, µM (titrated, usually from 57.5 µM), for the others: at the highest dose activity change, negative = inhibition, actives largely listed as inhibitors; actives 6.9% (n = 360,000);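 note: potency is the fitted concentration of half-maximal effect; plate controls were vehicle for no effect and reference inhibitor for full effect; nearly all actives have a fitted effect of over 55% in size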
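Purified P. pyralis luciferase (10nM final) with 10uM D-luciferin and 10uM ATP (Km levels) in 50mM Tris acetate pH 7.5, 10mM Mg acetate, 0.01% Tween-20, 0.05% BSA; qHTS 6-point titration, ~60 µM downward; luminescence read.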
ELG1 repair inh: qHTS screen for small molecules that inhibit ELG1-dependent DNA repair in human embryonic kidney (HEK293T) cells expressing luciferase-tagged ELG1; HEK293T ELG1-luciferase reporter, luminescence, 16 h; DNA damage induced by 5-fluorouridine; Potency, µM (highest dose often 46.1 µM), for the others: at the highest dose activity change, negative = inhibition, actives largely listed as inhibitors; actives 2.3% (n = 330,000); note: potency is the fitted concentration of half-maximal effect; % is set by controls: 0 for no effect and ±100 for the full control effect; nearly all actives have a fitted effect of over 55% in size
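DMSO vehicle served as the neutral condition. Each well held 2,000 cells given 5-fluorouridine plus compound; after 16 hr at 37 °C/5% CO2, ONE-Glo was added and luciferase measured 30 min later.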
ELG1 genotoxic: qHTS screen for small molecules that induce genotoxicity in human embryonic kidney (HEK293T) cells expressing luciferase-tagged ELG1; Potency, µM (top dose mostly 46 µM), without a hit: at the top dose activity change, positive = activation, usual class: activators; actives 1.3% (n = 330,000); HEK293T ELG1-luciferase reporter, luminescence, 16 h; note: potency is the fitted concentration of half-maximal effect; % of control where 0% means no effect; nearly all actives have a fitted effect of over 60% in size
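DMSO vehicle served as control against compound-treated ELG1-luciferase HEK293T cells; exposure lasted 16 hr at 37 °C and 5% CO2, followed by ONE-Glo luminescence detection after 30 min.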
NPC1 promoter act: qHTS Assay for NPC1 Promoter Activators; Huh7 NPC1 promoter luciferase reporter, 24 h; Potency, µM (highest dose often 9.22 µM), for inactives: at the top dose activation, usual class: activators; actives 2.4% (n = 320,000); AID 485313, 2010;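 note: potency is the fitted concentration of half-maximal effect; % of control where 0% means no effect; nearly all actives have a fitted effect of over 60% in size; reporter is driven by a mutant NPC1 promoter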
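Quantitative HTS used a cell-based reporter: Huh7 cells stably bearing the NPC1 promoter upstream of luciferase were treated with compounds for 24 h, and promoter activation was read as luminescence.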
VP16 counter: VP16 counterscreen qHTS for inhibitors of ROR gamma transcriptional activity; Drosophila S2 Gal4-VP16 UAS-luciferase, luminescence, 20 h; Potency, µM (doses to about 53.6 µM), for the others: at the top dose activity, negative = inhibition, actives largely listed as inhibitors; actives 3.5% (n = 310,000);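 note: Gal4-VP16 expression switched on by copper sulfate through the metallothionein promoter; potency is the fitted concentration of half-maximal effect; % is set by controls: 0 for no effect and ±100 for the full control effect; nearly all actives have a fitted effect of over 50% in size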
Rab9 promoter act: qHTS Assay for Rab9 Promoter Activators. Potency, µM (series often up to 9.22 µM), without a hit: at the highest dose activation, negative = inhibition, actives largely listed as activators. actives 2.8% (n = 320,000). Huh7 Rab9 promoter-luciferase reporter, luminescence, 24 h. AID 485297, 2010; note: potency is the fitted concentration of half-maximal effect; % of control where 0% means no effect; nearly all actives have a fitted effect of over 60% in size
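Huh7 cells stably carrying a Rab9 promoter-luciferase reporter, 1500 cells per well in OP-MEM I with 10% FBS, treated with compound 24 hours at 37C. Luciferase activity read by luminescence after 10 minutes with Amplite reagent.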
Tb PFK block: qHTS Assay to Find Inhibitors of T. brucei phosphofructokinase | ATP-dependent 6-phosphofructokinase (Trypanosoma brucei brucei), O15648 | T. brucei PFK, ADP-Glo luminescence | Potency, µM (doses to about 57.5 µM), for inactives: top-dose activity, negative = inhibition, most hits filed as inhibitors | actives 0.17% (n = 330,000) | AID 485367, 2010;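 note: potency is the fitted concentration of half-maximal effect; 0% = uninhibited 1x PFK enzyme wells and -100% = no-enzyme wells; nearly all actives have a fitted effect of over 60% in size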
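In TEA buffer at pH 8.0 with 5 mM MgCl2, enzyme (1.25 nM) converted F6P (0.5 mM) and ATP (0.1 mM) for 45 min at room temperature. ADP product was read by luciferase luminescence.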
BRCA1 expr act: qHTS Assay to Identify Small Molecule Activators of BRCA1 Expression. MCF7-BRCA1-FFLuc reporter, luminescence, 48 h; response scale: scaled: vehicle 0%, 10 µM genistein 100%. Potency, µM (highest dose often 46.1 µM), inactives show at the top dose activation, usual class: activators. actives 1.1% (n = 380,000). AID 624202, 2012; note: potency is the fitted concentration of half-maximal effect; nearly all actives have a fitted effect of over 80% in size; some results filed as inactive show a strong effect at the top dose
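Compounds are tested at multiple concentrations on MCF7 BRCA1-luciferase reporter cells seeded at 2000 per well; after 48 h, a single luminescence end-point is taken and curves fitted to the normalized data.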
TRPV1 agonist: HTS Assay for Compounds that Act as Agonists of the Vanilloid Receptor 1. TRPV1-expressing cells, Fluo-8 calcium influx, agonist mode. activation, % at 8.33 µM. actives 0.19% (n = 320,000). Transient receptor potential cation channel subfamily V member 1 (Homo sapiens), Q8NER1; in the data active = activation above about 80%; inconclusive = between about 30% and that limit; note: 0% is about no effect
Target sequence (Q8NER1 whole entry, looked up): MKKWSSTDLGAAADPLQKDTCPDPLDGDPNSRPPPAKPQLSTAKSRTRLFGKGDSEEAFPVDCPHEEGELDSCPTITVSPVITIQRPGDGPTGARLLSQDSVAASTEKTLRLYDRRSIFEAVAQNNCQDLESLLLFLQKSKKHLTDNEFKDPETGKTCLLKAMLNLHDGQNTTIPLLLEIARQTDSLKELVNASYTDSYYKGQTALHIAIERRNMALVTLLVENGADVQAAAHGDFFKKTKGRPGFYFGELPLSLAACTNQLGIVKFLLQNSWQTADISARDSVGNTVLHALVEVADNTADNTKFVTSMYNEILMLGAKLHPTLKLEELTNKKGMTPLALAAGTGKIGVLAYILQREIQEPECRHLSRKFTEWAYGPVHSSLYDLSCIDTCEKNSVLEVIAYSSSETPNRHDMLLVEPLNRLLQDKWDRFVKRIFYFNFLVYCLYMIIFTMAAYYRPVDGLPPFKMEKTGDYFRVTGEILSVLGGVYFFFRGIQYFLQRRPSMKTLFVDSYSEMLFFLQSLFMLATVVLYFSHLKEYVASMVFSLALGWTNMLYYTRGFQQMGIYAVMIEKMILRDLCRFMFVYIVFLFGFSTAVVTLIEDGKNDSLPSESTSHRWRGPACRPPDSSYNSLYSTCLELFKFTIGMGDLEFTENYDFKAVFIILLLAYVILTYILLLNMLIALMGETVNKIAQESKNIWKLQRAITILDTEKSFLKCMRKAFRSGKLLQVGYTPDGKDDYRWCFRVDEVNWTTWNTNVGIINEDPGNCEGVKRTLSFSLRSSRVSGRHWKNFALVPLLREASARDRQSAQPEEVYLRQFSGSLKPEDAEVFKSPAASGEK
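Fluo-8 calcium influx in TRPV1-expressing cells, kinetic read (ex 480/em 520 nm). Compound added and read 3 min for agonist activity, followed by capsaicin at EC20 final and 2 min further read for enhancement.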
p53 reactivator: qHTS assay for re-activators of p53 using a Luc reporter | H1299 p53-A138V BP100-luciferase reporter, luminescence, 24 h | Potency, µM (doses to about 92.2 µM), without a hit: top-dose activity change, positive = activation, actives largely listed as activators | actives 0.063% (n = 320,000) | AID 504706, 2011; note: potency is the fitted concentration of half-maximal effect; % of control where 0% means no effect; nearly all actives have a fitted effect of over 45% in size
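H1299 (p53-null), stable ts p53-A138V + BP100-Luc; 1000 cells/well, Opti-MEM/10% FBS; cpd 4 pt, 1:5; 24 h, 37 deg C, 5% CO2; detection reagent 10 min RT; luminescence.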
Numbers without * were called inactive; ? = inconclusive; . = not tested or not shown; & = joins results of further samples; [ ] = dose if it differs, or a comment. Unless noted, calls come from the whole dose curve; as a rule, active = well fitted curve in the direction sought with a large enough effect; inconclusive = small, poorly fitted or top-dose-only effect, or another doubt; inactive = no such curve, though single readings can be large; an effect the other way counts as inactive or inconclusive.

Below each compound: RORg inh, FLuc modulator, ELG1 repair inh, ELG1 genotoxic, NPC1 promoter act, VP16 counter, Rab9 promoter act, Tb PFK block, BRCA1 expr act, TRPV1 agonist, p53 reactivator
CC1CCC2(CC1)NC(CO)(CO)CO2 (centres undefined)
    -28%, 0%, 3%, -1%, -2%, -3%, -6%, -4%, -35%, -1, -3%
CCc1ccc(NC(=O)C(=O)NCCN2CCN(Cc3ccc([N+](=O)[O-])cc3)CC2)cc1
    40%, 5%, -15%, 1%, -10%, -17%, -20%, 1%, -22%, 1, 1%
COC(=O)CN(c1ccc(Cl)cc1C)S(C)(=O)=O
    14%, 1%, 2%, 0%, -1%, -6%, -6%, 1%, -3%, -2, 6%
COc1ccc(OC)c(NC(=O)CNC(=O)Cn2cnc3sc(C)cc3c2=O)c1
    0%, -1%, 4%, 0%, 0%, 2%, 11%, -4%, 0%, -5, -8%
CC(NC(=O)c1cccnc1)C(c1cccs1)N1CCN(C)CC1 (centres undefined)
    -11%, 8%, -2%, 6%, -1%, -4%, 3%, -2%, -3%, -2, -1%
COC(=O)c1sccc1NC(=O)C1C2C=CC(O2)C1C(=O)O (centres undefined)
    -8%, 0%, -1%, 0%, -3%, -2%, 12%, 0%, -26%, 2, 4%
CC(C)(C)NC(=O)CN(Cc1cccs1)C(=O)CCN1CCc2ccccc21
    12%, 1%, -10%, -10%, 0%, 6%, -3%, -8%, -26%, ?, -4%
Cn1cc(C(=O)Nc2ccc(Cl)cc2)c(C(F)(F)F)n1
    8%, -16%, ?, -8%, 2%, -3%[10 µM], 0%, 2%, -34%, ?, 5%
N#Cc1ccc(N2C(=O)[C@@H]3C(C(=O)C(c4ccccc4)c4ccccc4)=NN[C@@H]3C2=O)cc1
    -3%, 4%, -2%, 3%, -2%, -2%, 0%, 4%, -16%, 1, -7%
O=C(N[C@@H](Cc1ccccc1)C(=O)CCl)OCc1ccccc1
    ., -18%, ?, -55%[inhibitor], -38%[inhibitor][46.1 µM], ., -43%[inhibitor][46.1 µM], -16%, -70%, 3, -18%
O=C(O)c1ccc(CN2CCOCC2)o1
    -18%, -2%, -26%, 0%, -6%, 1%, 0%, 2%, -24%, -1, -1%
O=C(OCCc1cc2ccccc2c(=O)o1)c1ccc2c(c1)OCO2
    ., ?, ?, 6%, 10%, ., -6%, 2%, 24%, 13, ?
CCC(=O)Oc1ccc2c(c1)OC1(OC(C)=O)OC(C)CC1=C2C (centres undefined)
    -3%, -11%, ?, 1%, -2%, -3%, 1%, 0%, -4%, ., 2%
Clc1ccc(OCCCNCc2ccccc2)c(Br)c1
    0%, ?, 28%, -4%, 2%, -7%, 1%, 2%, -34%, 0, -11%
COc1cccc(N2C(=O)C3ON(c4ccccc4)C(c4cccs4)C3C2=O)c1 (centres undefined)
    -16%, 0%, 3%, -1%, -2%, 6%, 5%, 4%, 34%, ., -4%
Cc1cccc(NC(=O)c2cccc(C(=O)Nc3cccc(C)c3C)n2)c1C
    -11%[1.91 µM], -2%, -5%, 2%, -3%, 19%, -3%, -2%, -1%, 1, -1%
COCCNC(=O)C(c1ccc(F)cc1)N(Cc1ccco1)C(=O)CCC(=O)Nc1ccccn1 (centres undefined)
    11%, -2%, -7%, -1%, -3%, -3%, 0%, -3%, -3%, 1, 7%
CC(C)CC1Nc2ncnc(N3CCN(c4ccccc4)CC3)c2N(Cc2ccc(Br)cc2)C1=O (centres undefined)
    ., 0%, -2%, 1%, -5%, ., -4%, 7%, -24%, -6, 0%
COC(=O)Nc1nc(C)c(C(=O)c2ccccc2)s1
    -1%, 4%, 0%, 8%, -28%, -1%, -20%, -4%, -61%, -7, 4%
O=C(CN1CCN(Cc2ccccc2)CC1)N1CCCc2ccccc21
    7%, 2%, -16%, 0%, 0%, 7%, 4%, -1%, -22%, 8, -3%
CCCNC(=O)c1cc(S(=O)(=O)N2CCc3ccccc32)cn1C
    ?, 0%, -3%, 12%, -14%, 14µM*, -29%, 0%, -33%, 2, .
CC(OC(=O)CCN=C1NS(=O)(=O)c2ccccc21)C(=O)Nc1ccc(F)c(F)c1F (centres undefined)
    ., 2%, 6%, -2%, 4%, ., 1%, -5%, 1%, 5, 6%
COc1ccc(N2CCN(C(=O)NC3CC(=O)N(c4ccc(OC)cc4)C3)CC2)cc1 (centres undefined)
    -38%, -2%, -6%, -15%, 1%, -10%, 0%, -4%, -5%, 3, -3%
CCOC(=O)C1=C(C)NC2=C(C(=O)CCC2)C1c1ccc(N(C)C)cc1 (centres undefined)
    -19%, 5%[2.3 µM], 20%, 8%, -5%, 9%, 2%, -7%, -4%, 3, -8%
Cc1ccc(S(=O)(=O)N(C)c2ccc(C(=O)Nc3cccnc3)cc2)cc1
    53%, 2%, ?, -15%, -3%, -1%, -3%, 1%, 2%, ?, -12%
O=C(CN1CCC(C(=O)O)CC1)Nc1ccccc1Oc1ccccc1
    -4%, 1%, 8%, 1%, 0%, 0%, -1%, -4%, 12%, -2, 0%
COCCNc1c(-c2cc3ccc(C)c(C)c3[nH]c2=O)nc2ccccn12
    ?, 3.4µM*, ?, ?, 2.5µM*, -21%, 0.71µM*, 1%, 2.2µM*, 0, 14%
COc1ccc(S(=O)(=O)n2[nH]c(=O)c(CCO)c2C)cc1
    19%, -1%, -4%, -2%, -3%, -5%, 1%, 2%, 4%, 0, 5%
CCOC(=O)c1ccc(N/C(=N\S(=O)(=O)c2ccc(F)cc2F)c2ccccc2)cc1
    -9%, 4%, -3%, 1%, -1%, -12%, 1%, 2%, -11%, -1, -12%
O=C(Nc1ccccc1Cl)NC1(C(=O)N2CCCC2)CCCCC1
    -21%, 1%, 6%, -1%, -5%, 8%, -8%, -1%, 8%, 1, 6%
Cc1csc(NC(=S)NC(=O)c2ccccc2)n1
    2µM*, 13µM*, ?, 21µM*, ?, 3.2µM*, ?, 1%, 31%, 5, ?
COc1ccccc1/C=N/NC(=O)CNC(=O)c1ccc(S(=O)(=O)N2CCCC2)cc1
    4%, -6%, -10%, 0%, -4%, -8%, 2%, -1%, -4%, -3, -3%
O=S(=O)(Nc1nc2ccccc2nc1OCC(F)(F)F)c1cccs1
    0%, 3%, ?, -8%, 2%, 2%, -2%, 6%, -21%, 1, 0%
COc1ccc(-c2nn(C)c3sc(C(=O)NCCN(C)C)cc23)cc1OC
    -2%, 4%&6%, ?, 11%, -6%, -23%, -4%, 1%, 29%, -1, -5%
N#Cc1ccc(N2Cc3ccccc3C2=NC(=O)c2cccs2)cc1
    6%, -18%, 26%, 3%, 11%, 4%, 0%, -5%, 101%, 1, ?
NS(=O)(=O)c1ccc(CCNC(=O)CNC(=O)Cc2ccccc2)cc1
    -12%, 1%, 1%, 0%, -5%, -3%, 4%, -5%, 7%, 1, -4%
CCOC(=O)c1sc(NC(=O)c2cc3n(n2)C(C(F)(F)F)CC(c2ccccc2)N3)c(C(=O)OCC)c1C (centres undefined)
    -6%, 4%, 6%, 2%, -6%, -3%, 6%, 1%, 7%, 3, -13%
CCCCSc1nnc2c(n1)OC=Nc1ccccc1-2
    28%, 24µM*, 11%, 8%, -2%, -10%, 8%, 1%, -13%, -1, 12%
CCC1(C)COC2(OC1)C(=O)Nc1ccccc12 (centres undefined)
    20%, 6%, -6%, -2%, -3%, -5%, -5%, -1%, 1%, 7, 7%
COc1cccc(C(=O)Nc2ncc3c(n2)CC(c2ccc(OC)cc2OC)CC3=O)c1 (centres undefined)
    1%, -10%, ?, -3%, -19%, 4%, -5%, -1%, -78%, ?, 1%
Cc1cccc(C(=O)Nc2ccc(C(=O)N/N=C/c3ccc4c(c3)OCO4)cc2)c1
    4%, -7%, 8%, 8%, 0%, -12%, -5%, 0%, -5%, ?, -5%
CCCCn1c(SCC(N)=O)nc2sc3c(c2c1=O)CCC3
    12%, 3%, -20%, 3%, 0%, 13%, -3%, 2%, -2%, ?, .
Cc1csc(N/N=C\c2cccnc2)n1
    -37%, ?, ?, ?, ?, 8%, ?, -6%, 59%, 0, 23%
